# PHOSPHO1 block: inhibitors of human PHOSPHO1 phosphatase | Q8TCT1 | recombinant PHOSPHO1, absorbance phosphatase assay | inhibition, % at 13.3 µM | 290,000 compounds, 1.1% hits | AID 1565; in the data active means inhibition above about 60%
# NALP1 yeast inh: NALP1 inhibition; S. cerevisiae NALP1/ASC/caspase-1 growth, X-gal OD620, 72 h; 280,000 compounds, 0.61% hits; inhibition, % at 10 µM; AID 2071; in the data active means inhibition mostly above about 24%, no sharp cut-off; inactive means mostly below about 32%; further: some compounds called inactive have numbers as strong as hits
# MEKK3 PB1 HTS: modulators (inhibitors or enhancers) of MEK5 binding to human MEKK3 PB1 domain. Q99759. bead-based flow cytometry, Alexa488-MEK5 binding to MEKK3; actives lie on both sides; 0 = blocked by unlabeled MEK5, 100 = vehicle. binding response (% of control), % at 10 µM. 290,000 compounds, 1.4% hits. AID 1529;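 active means binding response more than 3 SD above or below the average of its plate-row segment, actives on both sides; inconclusive means wells at one plate position flagged as instrument error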;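 further: Alexa488 bead fluorescence after subtracting the streptavidin-only scavenger bead signal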
# MEKK2 WT-MEK5: raises or lowers MEK5 binding to wildtype human MEKK2 PB1 domain | binding response (% of control), % at 10 µM | bead flow cytometry, Alexa488-MEK5 binding to MEKK2 WT; actives lie on both sides | 290,000 compounds, 1.1% hits | Q9Y2U5 | AID 1531; in the data active means binding response below about 67% or above about 130%; inconclusive means no clear call, values can overlap the other calls; inactive means in between
# GPR7 antagonist: human neuropeptides B/W receptor 1 antagonism; P48145; GPR7-expressing cells, fluorescence antagonist assay; inhibition, % at 4.4 µM; 290,000 compounds, 1.1% hits; in the data active means inhibition above about 16%, passing the limit was not always enough;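 further: cells stimulated with the agonist NPW; 0% = agonist with vehicle and 100% = vehicle without agonist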
# Target sequence (P48145 whole entry, looked up): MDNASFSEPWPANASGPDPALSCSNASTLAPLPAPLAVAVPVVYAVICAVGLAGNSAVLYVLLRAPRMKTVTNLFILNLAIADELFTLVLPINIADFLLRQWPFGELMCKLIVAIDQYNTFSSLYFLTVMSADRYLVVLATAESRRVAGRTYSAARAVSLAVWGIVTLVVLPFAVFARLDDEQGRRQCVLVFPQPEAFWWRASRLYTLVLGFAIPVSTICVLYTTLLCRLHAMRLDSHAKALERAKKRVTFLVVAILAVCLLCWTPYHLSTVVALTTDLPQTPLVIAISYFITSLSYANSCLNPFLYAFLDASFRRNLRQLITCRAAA
# PfM18AAP inh: blocks P. falciparum M18 aspartyl aminopeptidase. recombinant PfM18AAP, H-Glu-NHMec fluorogenic cleavage. inhibition, % at 7.35 µM. 290,000 compounds, 1.2% hits. AID 1822;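 active means inhibition above the campaign mean inhibition over all tested compounds plus 3 SD, cut at about 28% in these data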;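 further: 0% = plate median of test compound wells and 100% = 2 mM ZnCl2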
# DNA FID counter: counter-screen for HCV NS3 helicase inhibitors: DNA intercalator displacement. inhibition, % at 7.9 µM. AID 1845. DNA fluorescent intercalator displacement, fluorescence. 290,000 compounds, 0.17% hits; in the data active means inhibition above about 37%;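 further: 0% = vehicle and 100% = reference compound; higher means more ethidium bromide displaced from hairpin DNA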
# OXTR agonist: agonists of human oxytocin receptor; P30559; CHO-OTR cells, Fluo-8 calcium fluorescence; normalized: DMSO 0%, oxytocin 100%; activation, % at 3 µM; 320,000 compounds, 0.32% hits; AID 2435;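 active means activation above the mean of all tested compounds plus 3 SD, cutoff set per screening run, cut at about 20% in these data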;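 further: peak over basal fluorescence ratio from a 100 s FLIPR kinetic read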
# Target sequence (P30559 whole entry, looked up): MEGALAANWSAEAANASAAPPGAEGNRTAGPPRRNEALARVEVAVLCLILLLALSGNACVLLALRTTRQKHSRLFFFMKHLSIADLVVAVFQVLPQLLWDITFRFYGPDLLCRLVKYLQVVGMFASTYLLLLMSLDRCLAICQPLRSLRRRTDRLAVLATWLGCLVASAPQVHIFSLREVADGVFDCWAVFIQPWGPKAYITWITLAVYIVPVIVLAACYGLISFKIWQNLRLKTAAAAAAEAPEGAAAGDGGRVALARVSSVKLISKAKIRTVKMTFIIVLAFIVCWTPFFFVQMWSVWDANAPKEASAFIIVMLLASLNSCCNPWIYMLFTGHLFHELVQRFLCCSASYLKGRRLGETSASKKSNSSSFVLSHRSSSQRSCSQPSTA
# MEKK2mut PB1 HTS: signal of MEK5 binding to mutant human MEKK2 PB1 domain | bead flow cytometry, Alexa488-MEK5 binding to MEKK2 mutant | 290,000 compounds, 0.35% hits | percent response, % at 10 µM; in the data active means percent response above about 24%, passing the limit was not always enough; further: inactives centre near 1; some results filed as inactive read as strong as hits; reference of the scale not given here
# Numbers without * were called inactive; ? = inconclusive; nt = not tested or not shown.
# Value order: PHOSPHO1 block	NALP1 yeast inh	MEKK3 PB1 HTS	MEKK2 WT-MEK5	GPR7 antagonist	PfM18AAP inh	DNA FID counter	OXTR agonist	MEKK2mut PB1 HTS
Cc1cc(C(=O)Cn2nnc3ccccc3c2=O)c(C)n1-c1ccccc1F
    3	0	95	95	-10	0	-9	-1.1	-1
Cc1cc(C(=O)Nc2ccccc2C)n(-c2ccccc2)n1
    29	16	102	104	-9	-6	-3	1.5	2
Cc1ccc(S(=O)(=O)NC(=O)c2ccccc2)cc1C(C)C
    3	-8	99	83	-14	-4	-15	-0.3	-13
O=C(Nc1ccccc1N1CCN(C(=O)c2ccccc2)CC1)c1ccco1
    35	-3	100	93	12	17	-39	2.2	1
CCCOC(=O)C1=C(C)NC2=C(C(=O)C(C(=O)OC)C(C)C2)C1c1ccc(N(CC)CC)cc1 (configuration not stated)
    -6	14	106	100	2	24	17	-1.6	3
CC(=O)Nc1ccc(-c2nc(C)c(C(C)=O)n2O)cc1
    6	12	nt	nt	-8	-1	2	0.5	nt
NC(N)=N/N=C/c1ccccc1OC(F)F
    1	0	103	104	0	2	2	1.8	0
O=c1[nH]c(Nc2ccccc2Cl)cc2ccccc12
    nt	nt	104	100	nt	nt	nt	-1.1	1
Cc1cc(C)c(/C=N/NC(N)=O)c(C)c1/C=N/NC(N)=O
    14	27	96	95	-3	0	3	1.7	2
Cc1sc2ncnc(N(C)Cc3cccs3)c2c1C
    7	-7	?	?	-10	3	-23	-0.7	-29
Cc1ccc(N2C(=O)/C(=C\c3ccco3)SC2=S)cc1
    -94	-6	102	92	-5	9	-2	-0.3	-1
O=C(O)c1cccc(Nc2nc(-c3cc4ccccc4oc3=O)cs2)c1
    34	18	107	109	5	8	-26	nt	2
COCCn1c(SCC(=O)N2CCCc3ccccc32)nnc1-c1ccoc1C
    -4	6	103	104	-11	-13	-20	-0.9	5
Cc1nn(CCc2n[nH]c(=S)n2C2CCCCC2)c(C)c1Br
    -8	-6	103	106	-4	1	-16	-0.6	4
CCOC(=O)C1=C(c2ccccc2)N=c2s/c(=C\c3ccc(O)cc3)c(=O)n2C1c1cccs1 (configuration not stated)
    17	20	99	81	17	0	-1	3.5	-2

# Two entries from above, reformatted.
compound: Cc1cc(C(=O)Cn2nnc3ccccc3c2=O)c(C)n1-c1ccccc1F
  PHOSPHO1 block: 3
  NALP1 yeast inh: 0
  MEKK3 PB1 HTS: 95
  MEKK2 WT-MEK5: 95
  GPR7 antagonist: -10
  PfM18AAP inh: 0
  DNA FID counter: -9
  OXTR agonist: -1.1
  MEKK2mut PB1 HTS: -1
compound: CCCOC(=O)C1=C(C)NC2=C(C(=O)C(C(=O)OC)C(C)C2)C1c1ccc(N(CC)CC)cc1 (configuration not stated)
  PHOSPHO1 block: -6
  NALP1 yeast inh: 14
  MEKK3 PB1 HTS: 106
  MEKK2 WT-MEK5: 100
  GPR7 antagonist: 2
  PfM18AAP inh: 24
  DNA FID counter: 17
  OXTR agonist: -1.6
  MEKK2mut PB1 HTS: 3

# Continued.
# Value order: PHOSPHO1 block	NALP1 yeast inh	MEKK3 PB1 HTS	MEKK2 WT-MEK5	GPR7 antagonist	PfM18AAP inh	DNA FID counter	OXTR agonist	MEKK2mut PB1 HTS
CC(=O)c1c(N)n(C)c(=O)n(C)c1=O
    7	7	80	79	-9	2	-1	-0.5	-5
CSc1ccc(CCNC(=O)CSc2ccsc2[N+](=O)[O-])cc1
    48	-8	102	102	-1	1	4	-0.5	3
O=C(CCN1CCc2ccccc2C1)Nc1ccccc1F
    -1	-64	95	101	-9	0	0	0.4	2
O=C1c2ccccc2C(=O)N1CC1c2ccccc2CCN1C(=O)C1CCCCC1 (configuration not stated)
    14	8	106	101	2	-3	0	-2.3	7
Cc1ccc(C)c(S(=O)(=O)N2CC(=O)Nc3ccccc32)c1
    4	11	98	98	0	0	-5	0.3	-1
Cn1nc(-c2ccc(C(=O)O)cc2)c2ccccc2c1=O
    18	-7	98	98	-4	3	-2	0.5	-3
CC1CCc2nn(CC(=O)NCCN3CCCCC3C)cc2C1 (configuration not stated)
    38	9	97	106	-9	1	5	0.1	0
COc1cc(-c2noc(C)c2C#CC2(N)CCCCC2)cc(OC)c1OC
    -64	6	100	107	5	-2	25	1.4	5
O=C(/C=C/c1cccs1)Nc1scc(-c2ccccc2)c1C(=O)O
    -21	2	92	77	1	24	-20	nt	-3
C(=N\N1CCN(Cc2ccccc2)CC1)/c1ccccc1
    37	nt	104	108	-9	1	-8	-0.6	7
O=C(c1ccco1)N(Cc1ccco1)Cc1cc2ccccc2[nH]c1=O
    -7	3	103	100	-4	-3	-19	16	-1
Clc1ccc(-c2noc(CSc3nnc(-c4ccncc4)n3-c3ccccc3)n2)cc1
    -43	9	100	94	4	8	-31	5.0	4
CCCCC(Sc1nc(N)c(NC(=O)c2ccc(OC)cc2)c(=O)[nH]1)C(=O)O (configuration not stated)
    -13	19	94	97	-16	7	-5	0.1	-5
CCOc1ccc2nc(N(CCCN(C)C)C(=O)c3ccc(C(=O)c4ccccc4)cc3)sc2c1
    22	25	99	155*	6	2	27	6.0	19
O=C(NCc1nc2ccccc2[nH]1)C1=C[C@H](c2coc3ccccc3c2=O)C[C@H](OCc2ccc(CO)cc2)O1
    22	-7	99	93	nt	nt	nt	-1.5	4

# 16 entries from above, bar-delimited:
molecule | PHOSPHO1 block | NALP1 yeast inh | MEKK3 PB1 HTS | MEKK2 WT-MEK5 | GPR7 antagonist | PfM18AAP inh | DNA FID counter | OXTR agonist | MEKK2mut PB1 HTS
O=C(O)c1cccc(Nc2nc(-c3cc4ccccc4oc3=O)cs2)c1 | 34 | 18 | 107 | 109 | 5 | 8 | -26 | nt | 2
COCCn1c(SCC(=O)N2CCCc3ccccc32)nnc1-c1ccoc1C | -4 | 6 | 103 | 104 | -11 | -13 | -20 | -0.9 | 5
Cc1nn(CCc2n[nH]c(=S)n2C2CCCCC2)c(C)c1Br | -8 | -6 | 103 | 106 | -4 | 1 | -16 | -0.6 | 4
CCOC(=O)C1=C(c2ccccc2)N=c2s/c(=C\c3ccc(O)cc3)c(=O)n2C1c1cccs1 (configuration not stated) | 17 | 20 | 99 | 81 | 17 | 0 | -1 | 3.5 | -2
CC(=O)c1c(N)n(C)c(=O)n(C)c1=O | 7 | 7 | 80 | 79 | -9 | 2 | -1 | -0.5 | -5
CSc1ccc(CCNC(=O)CSc2ccsc2[N+](=O)[O-])cc1 | 48 | -8 | 102 | 102 | -1 | 1 | 4 | -0.5 | 3
O=C(CCN1CCc2ccccc2C1)Nc1ccccc1F | -1 | -64 | 95 | 101 | -9 | 0 | 0 | 0.4 | 2
O=C1c2ccccc2C(=O)N1CC1c2ccccc2CCN1C(=O)C1CCCCC1 (configuration not stated) | 14 | 8 | 106 | 101 | 2 | -3 | 0 | -2.3 | 7
Cc1ccc(C)c(S(=O)(=O)N2CC(=O)Nc3ccccc32)c1 | 4 | 11 | 98 | 98 | 0 | 0 | -5 | 0.3 | -1
Cn1nc(-c2ccc(C(=O)O)cc2)c2ccccc2c1=O | 18 | -7 | 98 | 98 | -4 | 3 | -2 | 0.5 | -3
CC1CCc2nn(CC(=O)NCCN3CCCCC3C)cc2C1 (configuration not stated) | 38 | 9 | 97 | 106 | -9 | 1 | 5 | 0.1 | 0
COc1cc(-c2noc(C)c2C#CC2(N)CCCCC2)cc(OC)c1OC | -64 | 6 | 100 | 107 | 5 | -2 | 25 | 1.4 | 5
O=C(/C=C/c1cccs1)Nc1scc(-c2ccccc2)c1C(=O)O | -21 | 2 | 92 | 77 | 1 | 24 | -20 | nt | -3
C(=N\N1CCN(Cc2ccccc2)CC1)/c1ccccc1 | 37 | nt | 104 | 108 | -9 | 1 | -8 | -0.6 | 7
O=C(c1ccco1)N(Cc1ccco1)Cc1cc2ccccc2[nH]c1=O | -7 | 3 | 103 | 100 | -4 | -3 | -19 | 16 | -1
Clc1ccc(-c2noc(CSc3nnc(-c4ccncc4)n3-c3ccccc3)n2)cc1 | -43 | 9 | 100 | 94 | 4 | 8 | -31 | 5.0 | 4

# Source: PubChem BioAssay
